Scp-1 inhibitor: Scp-1 (human) phosphatase inhibition | Q9GZU7 | actives 0.88% (n = 340,000) | Recombinant Scp1, phosphopeptide, malachite green phosphate absorbance | AID 493091 | inhibition, % at 20 µM;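 active means inhibition above about 50% at 20 µM, limit read from the data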;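 further: plate controls were DMSO wells with enzyme for no effect and wells lacking enzyme for full effect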
Target sequence (Q9GZU7 76-261 limits assumed): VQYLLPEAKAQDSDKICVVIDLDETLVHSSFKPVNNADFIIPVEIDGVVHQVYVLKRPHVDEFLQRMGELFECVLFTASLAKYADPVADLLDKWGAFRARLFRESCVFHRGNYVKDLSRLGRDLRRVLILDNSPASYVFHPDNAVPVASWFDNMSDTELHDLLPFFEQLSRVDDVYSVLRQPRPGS
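Test system – truncated SCP-1 phosphatase (76-261aa) · Reagent – Phosphorylated 17-residue peptide substrate · Incubation – 45 min room-temperature reaction, 5 min colour, 30 min stabiliser · Detection – colorimetric phosphate reagent with accelerator and stabiliser, absorbance at 630 nm · Measure – % inhibition at 20 µM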
TbMetRS inhib: blocks T. brucei methionyl-tRNA synthetase activity; purified T. brucei MetRS, ATP depletion, Kinase-Glo luminescence; inhibition, % at 11.9 µM; actives 0.4% (n = 360,000); AID 624268;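 active means inhibition above a per-plate cutoff of the control wells' mean inhibition plus 3 SD, cut at about 5.5% in these data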;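 further: 0% = DMSO wells median and 100% = median of wells with control inhibitor compound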
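Assay system: T. brucei methionyl-tRNA synthetase, purified | Medium: HEPES buffer with MgCl2, KCl, DTT, spermine, BSA, pyrophosphatase | Compound: 11.9 µM single point | Incubation: 15 min enzyme-compound preincubation, 2 h reaction, 10 min detection, 25 °C | Measured by: Kinase-Glo luciferase luminescence reporting remaining unconsumed ATP | Measure: % inhibition normalized to control-well medians | Replication: Singlicate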
SUMO1-SIM PPI: modulators of human SUMO1-mediated protein-protein interactions | SUMO1 binding to a labelled peptide, TR-FRET, 1 h | actives 0.33% (n = 360,000) | inhibition, % at 20 µM | AID 602429 | P63165; in the data active means inhibition above about 37%
Target sequence (P63165 whole entry, looked up): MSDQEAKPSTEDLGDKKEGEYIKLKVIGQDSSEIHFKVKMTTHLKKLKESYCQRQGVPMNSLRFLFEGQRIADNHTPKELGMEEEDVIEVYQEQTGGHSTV
STEP inh: inhibitors of human striatal-enriched phosphatase STEP. recombinant STEP, OMFP fluorogenic substrate, fluorescence. inhibition, % at 20 µM. actives 0.25% (n = 360,000). AID 588621;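 active means inhibition at 20 µM, scaled per plate between control wells, above about 37%, limit read from the data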;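 further: 0% = DMSO with enzyme and substrate and 100% = substrate only without enzyme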
Target sequence (P54829 whole entry, looked up): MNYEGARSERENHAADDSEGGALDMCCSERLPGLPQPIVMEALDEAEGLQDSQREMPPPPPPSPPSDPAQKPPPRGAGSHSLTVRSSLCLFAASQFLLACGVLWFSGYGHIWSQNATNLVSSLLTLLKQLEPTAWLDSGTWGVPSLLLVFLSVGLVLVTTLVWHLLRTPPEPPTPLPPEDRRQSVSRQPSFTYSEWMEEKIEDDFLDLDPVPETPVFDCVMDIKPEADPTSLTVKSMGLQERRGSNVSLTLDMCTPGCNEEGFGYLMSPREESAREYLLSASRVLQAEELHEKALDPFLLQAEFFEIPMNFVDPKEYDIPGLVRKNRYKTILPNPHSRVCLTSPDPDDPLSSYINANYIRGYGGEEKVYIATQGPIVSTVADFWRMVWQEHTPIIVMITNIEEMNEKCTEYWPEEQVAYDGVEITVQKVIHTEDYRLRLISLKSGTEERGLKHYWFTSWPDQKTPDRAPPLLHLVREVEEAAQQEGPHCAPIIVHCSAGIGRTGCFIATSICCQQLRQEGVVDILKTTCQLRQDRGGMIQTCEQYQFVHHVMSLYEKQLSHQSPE
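Material: STEP (striatal-enriched tyrosine phosphatase) enzyme, cell-free | Medium: 50 mM Bis-Tris pH 6.0 with 2.5 mM DTT and 0.005% Tween 20 | Read-out: Percent inhibition scaled to no-enzyme and uninhibited-enzyme controls, plate-pattern corrected | Signal: Fluorescence read at 480 nm ex / 540 nm em | Times: 20 min reaction, room temperature, in the dark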
CendR NRP1 mod: alters CendR peptide binding to human NRP-1; actives 0.85% (n = 360,000); inhibition, % at 25 µM; FAM-RPARPAR peptide binding to NRP-1, fluorescence polarization;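 active means inhibition or corrected inhibition above about 18%, plus a signal ratio from 0.5 to 1.5, limit read from the data, passing the limit was not always enough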; further: strong numbers were not always called active
bovine MsrA act: activators of bovine methionine sulfoxide reductase A; purified bovine MsrA, absorbance read-out; activation, % at 10.6 µM; actives 0.3% (n = 360,000); AID 602163; in the data active means activation above about 7.5%;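 further: 0% = vehicle and 100% = reference activator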
DNMT1 block: blocks human DNA methyltransferase DNMT1; inhibition (reported as % activation of signal), % at 10 µM; DNMT1 molecular beacon, Hinp1I cleavage, fluorescence; AID 588458; actives 0.83% (n = 360,000); P26358; in the data active means inhibition above about 50%
LMPTP inh: LMPTP (human) inhibition. recombinant LMPTP-A, OMFP fluorogenic substrate, fluorescence intensity. actives 0.22% (n = 360,000). inhibition, % at 20 µM. P24666;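 active means compounds that cut the enzyme signal by at least half of the control window in the single-dose screen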;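 further: plate controls were DMSO wells with enzyme plus substrate for no effect and substrate without enzyme for full effect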
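Assay system: LMPTP-A phosphatase enzyme | Input: 0.625 nM enzyme | Also added: Fluorogenic phosphatase substrate OMFP at 400 µM final | Compound dosing: One test concentration per compound, 20 µM, with 3% DMSO overall | Schedule: 50 min enzyme reaction at room temperature, protected from light | Signal: Fluorescence intensity | Benchmarks: no-enzyme and uninhibited controls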
eLon inh: inhibitors of E. coli Lon protease; inhibition, % at 7.94 µM; P0A9M0; actives 0.42% (n = 360,000); purified E. coli Lon protease, fluorescence polarization; in the data active means inhibition above about 13%, passing the limit was not always enough;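 further: 0% = enzyme with probe and DMSO and 100% = no enzyme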
MsrA inhibitor: inhibitors of bovine MsrA. inhibition, % at 15.5 µM. actives 0.75% (n = 360,000). purified bovine MsrA, absorbance read-out; in the data active means inhibition above about 4.5%;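 further: 0% = vehicle wells with enzyme and 100% = reference inhibitor wells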
* = called active by the depositor; . = not tested or not shown.

Structure,Scp-1 inhibitor,TbMetRS inhib,SUMO1-SIM PPI,STEP inh,CendR NRP1 mod,bovine MsrA act,DNMT1 block,LMPTP inh,eLon inh,MsrA inhibitor
COc1ccc(NC(=O)c2cccc(C#N)c2)cc1NS(=O)(=O)c1ccc(F)cc1,-2.0,0.4,4.3,-2.1,-7.2,0.5,-0.1,-0.7,3.2,-0.1
NCCCNCCCCNCCCN,1.4,0.7,7.3,-0.9,-14.3,-6.9,-51.5,-11.9,-5.4,0.4
CC(C)n1nnnc1SCC(=O)NCc1cccs1,0.0,-0.1,1.2,-2.6,9.7,-10.3,1.6,-0.3,-0.6,-0.6
COc1ccc(CN(Cc2ccc(C(=O)O)cc2)C(=S)Nc2ccc(C)cc2)cc1OC,-5.9,-0.1,4.6,4.1,8.5,-0.7,4.5,0.1,8.2,0.3
CC(C)c1cccc(C(C)C)c1NC(=O)COc1nncc2ccccc12,-3.2,-0.2,-0.7,-0.6,1.7,0.3,17.9,1.0,1.7,0.1
Cc1nc(OCc2ccccc2)c2sc3nc4c(cc3c2n1)COC(C)(C)C4,-2.9,-0.4,3.8,-0.8,-25.7,-2.4,-0.6,-0.6,-8.7,2.4
CCN(CC)C(=O)C1=C(C)N(CCCOC)C(=O)C(CC(=O)NCCN2CCOCC2)C1 (stereo not drawn),.,-0.6,8.1,1.1,-5.0,-3.0,2.6,-0.7,-1.7,-0.7
O=C(CCCN1C(=O)/C(=C\c2ccco2)SC1=S)Nc1ccc(O)cc1C(=O)O,68.8*,1.8,63.5*,43.0*,-82.2,-11.1,98.6*,9.2,-3.8,1.6
CN(C)/N=C/c1ccc(Sc2ccc([N+](=O)[O-])cc2[N+](=O)[O-])o1,-2.4,0.0,-21.6,0.2,32.7*,-2.4,15.7,3.4,3.8,-0.1
O=C(c1cc2cc(Cl)ccc2[nH]1)N1CCN(C(=O)c2ccco2)CC1,5.8,1.5,3.6,2.9,-30.5,-1.4,-19.7,-0.4,-13.5,1.4
O=C(COc1ccc([N+](=O)[O-])cc1)NC(C(=O)O)C(O)c1cccc([N+](=O)[O-])c1 (stereo not drawn),-10.7,-0.2,-14.2,1.0,-0.7,-3.3,-0.1,-1.1,7.8,2.6
CCOCCCn1c(C)nc2c(c1=O)c1nc3ccccc3nc1n2CCC1=CCCCC1,-9.6,-0.2,-11.9,14.3,2.5,-0.3,-7.2,3.4,-0.5,2.8

Reformatted with two lines to a compound: entries from further up
Below each compound: Scp-1 inhibitor	TbMetRS inhib	SUMO1-SIM PPI	STEP inh	CendR NRP1 mod	bovine MsrA act	DNMT1 block	LMPTP inh	eLon inh	MsrA inhibitor
CC(C)c1cccc(C(C)C)c1NC(=O)COc1nncc2ccccc12
    -3.2	-0.2	-0.7	-0.6	1.7	0.3	17.9	1.0	1.7	0.1
Cc1nc(OCc2ccccc2)c2sc3nc4c(cc3c2n1)COC(C)(C)C4
    -2.9	-0.4	3.8	-0.8	-25.7	-2.4	-0.6	-0.6	-8.7	2.4

The results go on.
Structure,Scp-1 inhibitor,TbMetRS inhib,SUMO1-SIM PPI,STEP inh,CendR NRP1 mod,bovine MsrA act,DNMT1 block,LMPTP inh,eLon inh,MsrA inhibitor
COCCCNC(=O)CC(NCCCOC)C(=O)O (stereo not drawn),-3.7,-0.8,-4.6,0.5,6.5,-8.5,5.8,-0.3,1.3,-0.1
O=C(CCC1CCCCC1)Nc1c2c(nn1-c1ccc(F)cc1)CS(=O)C2 (stereo not drawn),-5.2,0.0,-2.0,2.0,-4.5,-3.1,-2.4,0.8,2.2,-1.2
CS(=O)(=O)Nc1ccc(-c2cnc3cccnn23)cc1,.,0.2,-18.0,-1.5,3.5,-1.6,1.8,0.3,22.1,-0.3
CCN(CC)S(=O)(=O)c1cccc(C(=O)NCC2CCCCC2)c1,-15.1,1.2,7.6,2.4,4.6,-1.9,1.4,-0.2,0.1,-0.9
NC(=O)c1nsc(C(=O)N(CC(=O)NC2CCCC2)c2ccc(F)c(Cl)c2)c1N,-3.6,-0.1,-11.9,-0.3,7.0,0.6,1.4,-0.1,-0.5,0.4
COc1ccc(-c2ccc3nncn3c2)cn1,.,-0.2,-12.2,-0.3,7.5,-2.6,2.2,-1.7,0.1,-0.1
COc1ccc(CNC(=O)C2(CC3CC(c4ccccc4)=NO3)CCNCC2)cc1 (stereo not drawn),-5.8,-0.3,3.0,0.8,6.8,1.2,1.6,-0.7,0.6,0.2
COc1ccc(C2=CC(=O)C[C@H](c3ccc(Cl)cc3)C2)cn1,1.9,-0.3,-30.6,3.8,10.1,-1.9,-39.5,3.1,-4.1,1.0
O=C1c2ccccc2C(=O)N1Cc1nc(-c2ccccn2)no1,-2.7,-1.1,-7.8,-3.2,2.8,-2.8,0.3,-1.1,0.4,-1.2
Cc1cccc(C)c1NC(=O)CN1C(=O)S/C(=C\c2cccn2C)C1=O,2.1,0.0,-1.8,2.0,-5.0,-1.7,18.4,0.0,-4.7,-0.4
O=C(c1cccs1)N1C[C@@H](n2cc(-c3ccc(F)cc3)nn2)[C@H](O)C[C@@H]1c1ccc(Cl)cc1,.,-1.5,-0.6,0.8,6.7,-0.7,-3.7,-0.7,8.9,0.0
Cc1cccc(-n2nc(C)c3c(C(=O)O)cc(-c4cccs4)nc32)c1,-10.4,0.1,5.4,-2.2,3.1,-5.1,-1.0,0.4,7.7,3.0
c1ccc2nc(N3CCCC3)c(N3CCCC3)nc2c1,-8.7,-0.3,-5.7,2.3,3.0,-5.1,-3.3,1.5,-1.0,1.5
CCCCC(=O)Nc1ccc(C(=O)Nc2ccc(S(=O)(=O)N3CCCC3)cc2)cc1,-0.3,-1.4,3.3,-2.2,-0.8,-12.1,0.0,0.1,0.1,0.4
O=C(Nc1ccccc1-c1nc2ccccc2[nH]c1=O)c1cccs1,1.4,0.5,-21.2,1.2,1.8,-2.5,0.5,0.6,-13.1,4.2
Cc1onc(-c2ccccc2)c1C(=O)NCc1cccc(Cl)c1,-3.4,-0.2,2.1,-1.9,1.6,-2.9,1.9,-1.6,1.3,-0.1
Cc1ccc(NC(=O)CN(C)c2ccc(S(=O)(=O)N3CCN(C)CC3)cn2)cc1,-0.3,0.1,-3.5,-0.5,10.3,-1.1,5.0,1.2,6.3,0.4
O=C(CSc1nc2ccccc2n1Cc1ccccc1)N/N=C/c1ccccc1C(=O)O,0.8,-0.4,-1.2,-0.1,-15.4,-5.5,-0.8,-1.2,1.7,0.9
Cn1c(=O)[nH]c(Nc2ccccc2)c([N+](=O)[O-])c1=O,-8.0,-0.4,-3.1,1.1,-1.5,-7.5,2.4,-1.5,7.6,6.4*
CC(C)CNC(=O)/C=C/C=C/c1ccc2c(c1)OCO2,-1.3,0.6,21.0,1.9,-4.7,-6.8,0.6,-0.1,-6.1,4.3
COc1ccc(CNC(=O)Cn2cnc3c(OCc4ccccc4)ncnc32)cc1,6.8,-2.4,2.5,-3.9,-5.4,-8.2,3.5,-0.7,-7.6,0.5
O=C(CNC(=O)c1ccc(Cl)cc1Cl)OCn1nnc2ccccc2c1=O,-4.2,0.2,-2.5,1.2,2.9,0.1,0.1,0.1,-7.4,1.0
COc1cccc(COC(=O)c2cc(S(=O)(=O)N3CCCCC3)ccc2N2CCOCC2)c1OC,-4.8,-0.2,-30.6,3.1,9.1,-4.6,-0.2,1.3,10.5,-0.9
CN(C)C(=O)c1ccc(OCC(F)(F)F)nc1,79.2*,0.0,-1.2,-1.8,9.6,-4.2,2.8,-0.8,-0.1,-1.2
C=CCSC1=N/C(=C\c2ccc3c(c2)OCO3)C(=O)S1,-6.0,-0.8,-6.0,1.1,13.3,-6.4,-1.2,1.7,-5.7,1.0
COc1ccc(C(C)=O)cc1Cn1c(C)c(C(=O)NCc2cccc(C(F)(F)F)c2)sc1=O,.,-0.3,-2.6,-1.4,-1.0,-1.9,-1.9,0.6,-8.6,0.3
Cc1cccc(OCC(=O)NCc2cc(C)nc3ccccc23)c1,-7.1,-0.2,1.0,1.8,-11.9,-4.9,-3.9,0.0,3.1,0.9
O=C(NCc1ccccc1)c1nc2ccccc2s1,-9.7,0.1,2.0,2.6,-4.4,-3.4,-0.1,0.1,-4.7,0.1
CCC/C(C#Cc1ccsc1)=C1/c2ccccc2C(=O)N1c1ccccc1,10.2,-0.5,-17.1,0.5,3.4,-11.7,21.1,-0.3,-4.9,-0.3
Cc1cc(C(C#N)c2cccc(Cl)c2)n2ncnc2n1 (stereo not drawn),5.6,-0.7,-12.3,4.0,-6.7,-2.8,-3.8,-1.2,6.1,1.5
COc1cccc(C(NC(C)=O)c2nc(-c3cc4ccccc4o3)cs2)c1 (stereo not drawn),.,-0.4,-10.3,-1.8,2.7,-2.6,2.3,-0.1,12.6,-0.5
COc1cc(O)c2c(c1)COC2=O,-12.8,-0.8,-0.5,-1.9,-4.1,-4.6,-1.3,-1.0,-15.8,0.6
O=C(O)CSc1nnc(-c2cccc(S(=O)(=O)N3CCCCC3)c2)o1,-2.0,-0.3,-0.9,-0.3,12.2,-7.0,1.3,-1.3,2.7,-1.0
COc1ccc(CN2CCn3ncc(C(=O)Nc4cc(C)cc(C)c4)c3C2=O)cc1,-7.0,0.0,-0.3,5.3,-4.1,-9.9,-3.6,-1.0,-1.3,0.6
CCN1C(=O)CC(N2CCC(C(=O)N3CCCCCC3)CC2)C1=O (stereo not drawn),0.9,-1.1,-1.7,-0.9,1.2,-7.8,4.6,2.9,3.8,-0.7

Screens as filed in PubChem BioAssay.
